# Bioassay records: PubChem, National Center for Advancing Translational Sciences (NCATS)
# RORg inh – inhibitors of mouse ROR gamma transcriptional activity; Drosophila S2 Gal4-RORgamma UAS-luciferase reporter, 20 h; 5.4% of 310,000 active; Potency, µM (series often up to 53.6 µM), for the others: at the top dose activity change, negative = inhibition, hits mostly inhibitors; note: % is set by controls: 0 for no effect and ±100 for the full control effect; nearly all actives have a fitted effect of over 60% in size
# Target sequence (P51450 whole entry, looked up, the tested form may be a part): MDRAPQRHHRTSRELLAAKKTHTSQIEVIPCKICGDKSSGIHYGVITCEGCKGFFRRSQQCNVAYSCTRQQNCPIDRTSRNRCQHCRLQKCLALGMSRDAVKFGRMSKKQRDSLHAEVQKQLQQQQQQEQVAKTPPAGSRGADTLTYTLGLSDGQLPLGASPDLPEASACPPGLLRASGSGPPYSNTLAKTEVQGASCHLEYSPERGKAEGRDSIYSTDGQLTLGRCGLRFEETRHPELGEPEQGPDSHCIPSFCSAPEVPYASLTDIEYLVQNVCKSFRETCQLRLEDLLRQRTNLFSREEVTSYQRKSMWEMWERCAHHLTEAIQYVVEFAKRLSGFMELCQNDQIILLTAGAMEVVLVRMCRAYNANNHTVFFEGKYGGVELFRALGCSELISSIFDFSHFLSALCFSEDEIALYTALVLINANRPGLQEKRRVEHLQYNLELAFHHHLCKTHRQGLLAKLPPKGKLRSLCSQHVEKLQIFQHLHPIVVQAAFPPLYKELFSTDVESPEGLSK
#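 Drosophila Schneider cells stably carrying a metallothionein-driven Gal4 DBD–ROR gamma fusion and a UAS-Photinus luciferase reporter were exposed to compound for 1 hr, then induced with copper sulfate (700 uM final) for 20 hr at ambient temperature before luminescence reading.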
# ELG1 genotoxic – induces genotoxicity in HEK293T cells with luciferase-tagged ELG1; Potency, µM (doses to about 46 µM), for the others: at the highest dose activity change, positive = activation, hits mostly activators; 1.3% of 330,000 active; HEK293T ELG1-luciferase reporter, luminescence, 16 h; note: % of control where 0% means no effect; nearly all actives have a fitted effect of over 60% in size
#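 Genotoxicity was scored as increased ELG1-luciferase reporter signal, measured by ONE-Glo luminescence (30 min, room temperature). Compound or vehicle exposure of the HEK293T reporter cells lasted 16 hr at 37°C.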
# uPA generation – inhibitors of cell surface uPA generation. Potency, µM (highest dose often 38.3 µM), for inactives: at the top dose activity change, negative = inhibition, usual class: inhibitors. AID 540303. 0.31% of 330,000 active. cell surface uPA generation assay, qHTS; active = well fitted inhibition curve with a large enough effect; inconclusive = small, poorly fitted or top-dose-only effect; inactive = no such curve, though single readings can be large or run the other way; tested in mouse RAW 264.7 cells; note: % is set by controls: 0 for no effect and ±100 for the full control effect; nearly all actives have a fitted effect of over 55% in size
# CXXC DNA block – MLL CXXC-DNA interaction inhibition. Q03164. MLL-CXXC / FITC-HOXA9 DNA fluorescence polarization. Potency, µM (series often up to 115 µM), without a hit: top-dose activity change, negative = inhibition, most hits filed as inhibitors. 0.037% of 290,000 active; active = well fitted inhibition curve with a large enough effect in the polarisation, with a control signal flat, not every such curve was filed as active; inconclusive = small, poorly fitted or top-dose-only effect, or effect the other way, or a change in a side signal; inactive = no such curve, though single readings can be large or run the other way; the % refers to the polarisation
#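 Steps: dispense CXXC domain solution (7 uM) → pin compounds or unlabeled HOX-A9 DNA control → 5 min ambient → add FLSN-HOX-A9 solution (50 nM) → spin → 30 min ambient → fluorescence polarization. Tris pH 7.5/NaCl/DTT/BSA buffer.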
# Rab9 prom act – Rab9 promoter activation. Huh7 Rab9 promoter-luciferase reporter, luminescence, 24 h. Potency, µM (top dose mostly 9.22 µM), inactives show at the highest dose activation, negative = inhibition, most hits filed as activators. 2.8% of 320,000 active. AID 485297; note: % of control where 0% means no effect; nearly all actives have a fitted effect of over 60% in size
#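 Promoter activation is measured as luciferase luminescence in Huh7 cells stably transfected with a Rab9 promoter–luciferase construct, following 24 h compound exposure at 37 °C and 10 min reagent incubation at ambient temperature.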
# BRCA1 expr up – increases BRCA1 expression; MCF7-BRCA1-FFLuc reporter, luminescence, 48 h; response scale: scaled: vehicle 0%, 10 µM genistein 100%; Potency, µM (doses to about 46.1 µM), without a hit: at the top dose activation, usual class: activators; 1.1% of 380,000 active; note: nearly all actives have a fitted effect of over 80% in size; some results filed as inactive show a strong effect at the top dose
#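 First, MCF7-BRCA1-FFLuc cells (2000/well) attach for 2 h; next, compounds are pin-added and incubated 48 h at 37 °C; finally, luciferase reagent is added and luminescence read after 15 min.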
# NPC1 prom act – activates the NPC1 promoter | Huh7 NPC1 promoter luciferase reporter, 24 h | Potency, µM (titrated, usually from 9.22 µM), without a hit: at the top dose activation, actives largely listed as activators | 2.4% of 320,000 active | AID 485313;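 note: % of control where 0% means no effect; nearly all actives have a fitted effect of over 60% in size; reporter is driven by a mutant NPC1 promoter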
#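 Huh7 cells stably carrying NPC1 promoter–luciferase, plated in Opti-MEM with 10% FBS for 2 h, were exposed to compound in DMSO for 24 h at 37 °C; luciferase reagent was added for 10 min and luminescence read.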
# p53 reactivator – restores transcriptional activity of mutant p53; H1299 p53-A138V BP100-luciferase reporter, luminescence, 24 h; Potency, µM (highest dose often 92.2 µM), for inactives: top-dose activity change, positive = activation, most hits filed as activators; 0.063% of 320,000 active; AID 504706; note: % of control where 0% means no effect; nearly all actives have a fitted effect of over 45% in size
#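 H1299 (p53-null), stable ts p53-A138V + BP100-Luc; 1000 cells/well, Opti-MEM/10% FBS; cpd 4 pt, 1:5; 24 h, 37 deg C, 5% CO2; detection reagent 10 min RT; luminescence.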
# MBNL1-CUG inh – blocks human MBNL1 binding to CUG repeat RNA; 0.036% of 280,000 active; Q9NR56; Potency, µM (highest dose often 57.5 µM), without a hit: at the top dose activity change, negative = inhibition, actives largely listed as inhibitors; AID 2675; TR-FRET MBNL1-His/biotin-(CUG)12 binding, 665/545 ratio; active = well fitted inhibition curve with a large enough effect in the signal ratio, with a control signal flat, not every such curve was filed as active; inconclusive = small, poorly fitted or top-dose-only effect, or effect the other way, or a change in a side signal; inactive = no such curve, though single readings can be large or run the other way; the % refers to the signal ratio; note: % is set by controls: 0 for no effect and ±100 for the full control effect
# Target sequence (Q9NR56 whole entry, looked up): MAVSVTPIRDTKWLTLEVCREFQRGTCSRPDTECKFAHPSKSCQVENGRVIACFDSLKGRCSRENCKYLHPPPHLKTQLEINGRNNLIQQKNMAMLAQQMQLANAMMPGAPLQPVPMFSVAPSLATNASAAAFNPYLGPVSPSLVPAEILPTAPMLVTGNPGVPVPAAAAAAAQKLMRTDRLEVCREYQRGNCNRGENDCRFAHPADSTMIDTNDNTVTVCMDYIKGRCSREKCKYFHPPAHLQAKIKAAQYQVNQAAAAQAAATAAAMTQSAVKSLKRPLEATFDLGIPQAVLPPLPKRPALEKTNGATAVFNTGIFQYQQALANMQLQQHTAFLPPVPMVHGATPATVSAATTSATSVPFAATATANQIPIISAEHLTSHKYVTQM
#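 Compound titration spanned 92 nM–58 uM against the MBNL1-His/biotin-(CUG)12 complex. After 60 min at room temperature with 5 nM streptavidin-XL665 and 0.055 ng/ul terbium anti-His, ratiometric 665/545 nm emission (Ex 340 nm) normalized to controls.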
# VP16 counter – Gal4-VP16 reporter inhibition counter-screen; 3.5% of 310,000 active; Drosophila S2 Gal4-VP16 UAS-luciferase, luminescence, 20 h; Potency, µM (doses to about 53.6 µM), inactives show top-dose activity, negative = inhibition, usual class: inhibitors;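 note: Gal4-VP16 expression switched on by copper sulfate through the metallothionein promoter; % is set by controls: 0 for no effect and ±100 for the full control effect; nearly all actives have a fitted effect of over 50% in size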
# FLuc modulator – firefly luciferase modulation, counter-screen for miR-21 project | P08659 | purified FLuc, Km substrates, luminescence inhibition | Potency, µM (series often up to 57.5 µM), without a hit: at the highest dose activity change, negative = inhibition, hits mostly inhibitors | 6.9% of 360,000 active | AID 588342;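 note: plate controls were vehicle for no effect and reference inhibitor for full effect; nearly all actives have a fitted effect of over 55% in size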
#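 Biochemical qHTS of compounds, final roughly 60 µM downward over six points, against 10 nM purified firefly luciferase using Km concentrations of substrates (10 uM D-luciferin, 10 uM ATP) in Tris acetate pH 7.5 buffer; luminescence output.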
# The depositor's hits bear a star; ? = inconclusive; · = not tested or not shown; [ ] = dose if it differs, or a comment. Unless noted, calls come from the whole dose curve; as a rule, active = well fitted curve in the direction sought with a large enough effect; inconclusive = small, poorly fitted or top-dose-only effect, or another doubt; inactive = no such curve, though single readings can be large; an effect the other way counts as inactive or inconclusive. Potency is the fitted concentration of half-maximal effect.
# Sequence of screens – RORg inh | ELG1 genotoxic | uPA generation | CXXC DNA block | Rab9 prom act | BRCA1 expr up | NPC1 prom act | p53 reactivator | MBNL1-CUG inh | VP16 counter | FLuc modulator
- O=C(O)c1ccc(COc2ccc3c4c(c(=O)oc3c2)CCC4)o1
    -22% | 17% | 5% | -21% | 7% | 0% | -3% | 0% | -8% | -12% | ?
- COc1ccc(OC)c(-c2nnc(SCC(=O)NC3CCCCC3)o2)c1
    -10% | 9% | 18% | -1% | -2% | -2% | 0% | 0% | -2% | 27% | 0%
- O=C(NCCC(=O)N1CCC2(CC1)NCCc1[nH]cnc12)c1cccc(Br)c1
    -11% | 0% | 1% | 10% | 0% | 4% | -11% | 1% | 4% | -10% | 1%
- O=C(ON=C1CCN(S(=O)(=O)c2ccccc2)CC1)c1ccc(Cl)cc1
    -17% | 1% | 3% | 10% | -6% | 6% | -2% | -8% | -1% | -14% | ?
- CC(C)CCN1CCN(Cc2nc(-c3ccc(F)cc3)cs2)CC1CCO (configuration not stated)
    0% | -7% | 5% | -8% | -6% | -7% | 1% | -4% | 13% | -4% | 1%
- Nc1nc(SCc2nc3scc(-c4ccccc4)c3c(=O)[nH]2)n[nH]1
    -4% | -5% | · | -1% | -9% | -35% | 0% | 2% | -7% | -5% | 0%
- O=C(CCc1ccccc1)OCCOC(=O)CCc1ccccc1
    -23% | 5% | -1% | 17% | 0% | -9% | 1% | 4% | -3% | -6% | -6%
- CC(C)Oc1cccc(C(=O)C2CCCN(C(=O)c3noc4c3CCCC4)C2)c1 (configuration not stated)
    ? | -5% | 7% | -7% | 1% | -31% | -2% | -4% | -3% | -5% | 0%
- CS(=O)(=O)N1N=C(c2ccc3nccnc3c2)CC1c1ccccc1 (configuration not stated)
    28% | 2% | · | 7% | 7% | 3% | 8% | 2% | · | -4% | ?
- CSc1nc2[nH]c3c(c2c2nncn12)CC(C)(C)OC3
    22% | 0% | -4% | 0% | -7% | -5% | -2% | -4% | 6% | 1% | 2%
- O=[N+]([O-])c1cc([N+](=O)[O-])c2nonc2c1Nc1ccccc1O
    -18% | 6% | 5.6µM* | 1% | 0%[1.84 µM] | -56% | -5% | 18% | ? | -9% | ?
- O=C(Nc1nccs1)c1ccc(S(=O)(=O)N2CCOCC2)cc1
    ? | 4% | -8% | 2% | -1% | 9% | -2% | 6% | 0% | ? | -17%
- COc1ccc(CN2CCNC(=O)C2CC(=O)N2CCCCO2)cc1OC (configuration not stated)
    7% | 5% | 11% | -3% | 5% | 3% | 4% | 0% | -5% | 13% | -1%
- CCCCc1cc(=O)oc2cc(OC(C)C(=O)NCC3CCC(C(=O)O)CC3)c(Cl)cc12 (configuration not stated)
    ? | -2% | 1% | ? | 1% | 32% | -5% | -2% | 1% | 1% | -7%
- COc1ccc(/C=N/NC(=O)c2ccc(NC(=O)C3CCCCC3)cc2)cc1O
    ? | 22% | -7% | 26% | 0% | 7% | -5% | -32%[inhibitor] | 0% | ? | ?
- Cc1cc(Cl)ccc1NC(=S)N1CCN(Cc2ccc3c(c2)OCO3)CC1
    ? | 2% | -5% | 4% | -11% | -27% | -3% | 12% | -27% | ? | -1%
- O=C(N/N=C/c1ccc(N2CCOCC2)s1)c1ccccc1Br
    11µM* | 5% | 2% | 7% | 26% | -2% | 10% | 19% | · | -7% | ?
- CC(=O)n1nc(-c2ccccc2)nc1NCc1ccc(F)cc1
    8% | 34% | 0% | -5% | 18% | 32% | 16% | 20% | -5% | 27% | -21%
- O=C(Nc1ccnc(-c2ccncc2)n1)c1cccs1
    8% | 1% | 24% | -4% | -2% | -26% | -1% | 0% | -4% | -9% | -2%
- COC(=O)C(C)Sc1nc2ccsc2c(=O)n1Cc1ccccc1 (configuration not stated)
    32% | -7% | 0% | 45%[activator] | 1% | -10% | -7% | -4% | -1% | -6% | -3%
- CCOC(=O)c1cc(-c2ccccc2)n(CC(=O)Nc2ccc(OCC)cc2)c1C
    -4% | 5% | -1% | 28% | -8% | -42% | 0% | -2% | -2% | -16% | 0%
- NC1=NC(=O)/C(=C/c2ccccc2OS(=O)(=O)c2ccc3ccccc3c2)S1
    9% | 1% | 7% | 8% | 12% | -14% | 6% | 14% | ? | -12% | 1%
- Cc1noc(NS(=O)(=O)c2ccc(NC(=O)Cc3ccc([N+](=O)[O-])cc3)cc2)c1C
    14% | 0% | 4% | 0% | 3% | 6% | -6% | -8% | ? | -8% | 1%
- Cc1nc2c(c(=O)n1Cc1ccccc1Cl)c1nc3ccccc3nc1n2Cc1ccco1
    3% | -7% | · | -7% | -5% | · | 1% | -26% | ? | 3% | ?
- Fc1ccc2nc3n(c2c1F)CCCCCC3
    11µM* | -7% | 2% | -1% | 4% | 22% | 13% | 0% | -3% | -21% | 2%
- O=C1SCCC1NS(=O)(=O)c1ccccc1[N+](=O)[O-] (configuration not stated)
    -8% | 0% | -3% | 1% | -9% | -2% | -1% | 0% | ? | 3% | 0%
- COc1ccc(-c2nnc(NC(=O)c3cccs3)s2)c(OC)c1
    -1% | ? | 6% | 14% | 0% | -8% | 4% | 2% | -8% | -7% | ?
- Cn1c(C(=O)OC(C(=O)NCC2CCCO2)c2cccnc2)cc2sccc21 (configuration not stated)
    11% | -1% | -95% | -4% | -4% | -30% | -5% | -6% | -6% | -2% | -4%
- CC1CCN(c2ccccc2NC(=O)c2ccc(Br)o2)CC1
    -34% | 0% | ? | 6% | -4% | -48% | 0% | 0% | -2% | -7% | 2%
- COC(=O)c1sccc1NC(=O)CSc1ccccc1NS(=O)(=O)c1ccccc1Cl
    24% | -8% | 3% | -9% | -3% | -18% | -1% | -4% | -1% | 20% | 3%

# Record cards, from the list above. Screens in order: RORg inh | ELG1 genotoxic | uPA generation | CXXC DNA block | Rab9 prom act | BRCA1 expr up | NPC1 prom act | p53 reactivator | MBNL1-CUG inh | VP16 counter | FLuc modulator
# `CC1CCN(c2ccccc2NC(=O)c2ccc(Br)o2)CC1` is listed as -34% | 0% | ? | 6% | -4% | -48% | 0% | 0% | -2% | -7% | 2%
# `O=C(Nc1ccnc(-c2ccncc2)n1)c1cccs1` is listed as 8% | 1% | 24% | -4% | -2% | -26% | -1% | 0% | -4% | -9% | -2%
# `COC(=O)c1sccc1NC(=O)CSc1ccccc1NS(=O)(=O)c1ccccc1Cl` is listed as 24% | -8% | 3% | -9% | -3% | -18% | -1% | -4% | -1% | 20% | 3%
# `CC(=O)n1nc(-c2ccccc2)nc1NCc1ccc(F)cc1` is listed as 8% | 34% | 0% | -5% | 18% | 32% | 16% | 20% | -5% | 27% | -21%
# `Cc1cc(Cl)ccc1NC(=S)N1CCN(Cc2ccc3c(c2)OCO3)CC1` is listed as ? | 2% | -5% | 4% | -11% | -27% | -3% | 12% | -27% | ? | -1%

# (listing goes on)
# Sequence of screens – RORg inh | ELG1 genotoxic | uPA generation | CXXC DNA block | Rab9 prom act | BRCA1 expr up | NPC1 prom act | p53 reactivator | MBNL1-CUG inh | VP16 counter | FLuc modulator
- COc1cc(/C=N\NC(=O)c2ccc(-c3ccccc3)cc2)ccc1OCC(N)=O
    ? | 14% | -1% | 19% | -3% | -14% | -3% | -4% | -8% | ? | -3%
- COc1cc(NC(=O)c2ccc(F)cc2)c(OC)cc1NC(=O)CN1CCOCC1
    -1% | -9% | 6% | 1% | -2% | 5% | -7% | -5% | 2% | -4% | -13%
- COc1ccccc1NS(=O)(=O)c1ccc(C)c(C(=O)NCC2CCCO2)c1 (configuration not stated)
    14% | -2% | -1% | 0% | 1% | -8% | -1% | 2% | -10% | 1% | -2%
- CCSc1ccc([C@@H]2[C@H]3C(=O)N(CC)C(=O)[C@H]3[C@]3(C(=O)OC)CCCCN23)cc1
    · | -4% | 8% | · | -12% | 0% | 1% | -3% | · | · | 1%
- O=C(Nc1ccc(Cl)c(Cl)c1)N1N=CCC1c1ccccc1 (configuration not stated)
    32% | -2% | 0% | 9% | -4% | -26% | -4% | -3% | -12% | -14% | ?
- COc1ccc(C(C(=O)NC(C)(C)C)N(C(=O)CCC(=O)Nc2cc(C)on2)c2c(C)cccc2C)cc1 (configuration not stated)
    25% | -6% | 2% | -9% | 1% | -6% | -3% | 3% | -2% | -11% | 2%
- COc1ccccc1/C=C/C(=O)OCC(=O)N1CCN(S(=O)(=O)c2ccc(C)cc2C)CC1
    · | -2% | -3% | · | -2% | -10% | 0% | -11% | · | · | 0%

# This is a subset; count on the stated rates, not on these rows.
